High-throughput results as filed in PubChem BioAssay.
yeast mec2-1 – NCI yeast anticancer drug screen, S. cerevisiae mec2-1 strain; growth inhibition, % at 50 µM; 9% of 79,000 active;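 also: 0% = growth of vehicle-only cultures of the same strain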
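Strain: mec2-1 (DNA repair/cell cycle alteration). Compound exposure, then growth measured; inhibition expressed relative to vehicle.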
yeast rad50 – NCI yeast anticancer drug screen, S. cerevisiae rad50 strain; growth inhibition, % at 50 µM; 10% of 79,000 active;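 also: 0% = growth of vehicle-only cultures of the same strain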
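Compounds were tested on a yeast strain with an engineered DNA damage repair alteration; the reported value is growth inhibition normalised to vehicle treatment.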
yeast bub3 – NCI yeast anticancer drug screen, S. cerevisiae bub3 mutant strain | % growth inhibition at 50 µM | 9.9% of 78,000 active | AID 167;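 also: 0% = growth of vehicle-only cultures of the same strain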
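In this screen, a yeast mutant lacking normal mitotic checkpoint function is challenged with compound. Relative growth versus vehicle gives the inhibition value.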
yeast cln2 rad14 – NCI yeast anticancer drug screen, S. cerevisiae cln2 rad14 strain; 8.3% of 78,000 active; growth inhibition, % at 50 µM; AID 165;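 also: 0% = growth of vehicle-only cultures of the same strain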
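cln2 rad14 yeast strain; compound exposure; growth inhibition read vs vehicle controls.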
yeast mlh1 rad18 – NCI yeast anticancer drug screen, S. cerevisiae mlh1 rad18 strain | growth inhibition, % at 50 µM | 11% of 79,000 active;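 also: 0% = growth of vehicle-only cultures of the same strain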
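In this whole-cell yeast screen, a strain with altered DNA damage repair is challenged with compound, and its growth is measured against matched vehicle-treated controls.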
yeast sgs1 mgt1 – NCI yeast anticancer drug screen, S. cerevisiae sgs1 mgt1 strain. growth inhibition, % at 50 µM. 10% of 78,000 active;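 also: 0% = growth of vehicle-only cultures of the same strain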
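Percent growth inhibition was derived by comparing compound-exposed mutant yeast with vehicle-exposed cultures. The strain carries alterations in DNA damage repair.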
The depositor's hits bear a star; x = no result given; & = joins results of further samples. Rule as the data show it: active = growth inhibition above about 70%; inactive = the rest. The list is partial; rates above refer to the full screens.

Order of values – yeast mlh1 rad18, yeast mec2-1, yeast cln2 rad14, yeast sgs1 mgt1, yeast rad50, yeast bub3
- N.N.N.N.N.O=C([O-])CCl.[Co+3].[O-][Cl+3]([O-])([O-])[O-]
    -31, -7, 0, -33, -21, -17
- Nc1cc(S(=O)(=O)O)cc2cc(S(=O)(=O)O)c(N=Nc3ccc([As]=O)cc3)c(O)c12 (configuration not stated)
    -5, 15, -5, -9, -11, 6
- CCOP(=O)(NC(C)(C)C)OCC
    -13, -54, 8, -21, -15, -26
- O=C1NCN(c2ccccc2)C12CCNCC2
    7, -13, 10, 8, 6, 28
- COC(=O)C1=C(C(=O)OC)C2(C)OC1c1ccccc12 (configuration not stated)
    98*, 98*, 94*, 98*, 98*, 97*
- OC1CCN(C2(c3ccccc3)CCCCC2)CC1
    0, 1, -4, -2, -14, -6
- CC1CCC(OC(=O)CCl)CC1 (configuration not stated)
    -9, 19, 7, 13, 18, 9
- Oc1c(Cl)cc(Cl)cc1C1N(Cc2ccc(N(CCCl)CCCl)cc2)CCCN1Cc1ccc(N(CCCl)CCCl)cc1
    42, 17, -3, 23, 9, 4
- CCCCC(CC)COP(=S)(S)OCC(CC)CCCC.[Sn] (configuration not stated)
    -8, -10, -47, -6, -8, 14
- Clc1ccc(CCN2CCOCC2)c(Cl)c1
    65, 34, 58, 54, 63, 34
- NC(N)=N/N=C/COc1cccnc1
    -13, -3, -12, -11, -3, -2
- CCOC(=S)S.[Ag]
    14, -17, -32, -2, 2, -15
- CCOP(=O)(OCC)C(=C(Cl)Cl)C(Cl)Cl
    50, 85*, 38, 9, 83*, -17
- N.N.N.N.O=S(=O)([O-])[O-].[Co+3].[OH3+].[OH3+]
    0, -1, 26, -22, 2, -5
- CCN(CC)CC(O)c1ccc(Br)cc1 (configuration not stated)
    6, -20, -4, 0, 1, 3
- O=NNc1ccc(C(F)(F)F)cn1
    -15, -7, -6, -18, -8, -17
- CCN(CC)c1cccc(OC(=O)NC)c1
    -10, 0, -16, -5, 1, 4
- CC(C)(C)c1ccc2c(cc[n+]3ccccc23)c1
    -12, -7, 4, 2, -9, 2
- NC(=O)N(N=O)c1ccccc1
    -4, -5, -36, -4, 1, -14
- O=C(CC(=O)c1ccccc1)c1ccccc1.O=C(CC(=O)c1ccccc1)c1ccccc1.O=C(CC(=O)c1ccccc1)c1ccccc1.[Al]
    20, 86*, x, 44, 20, 7
- C[CH2][Sn]([CH2]C)([O]C(C)=O)[O][Sn]([CH2]C)([CH2]C)[O]C(C)=O
    89*, 60, 86*, 85*, 64, 84*
- CC#CC(O)(C(=O)OC1CC2CCC(C1)N2C)C1CCCC1 (configuration not stated)
    0, 3, -3, 4, -5, 6
- OOSSOCc1cccc2ccccc12
    9, 11, -16, -16, 3, 13
- CC[C@@]1(O)C[C@H](OC2CC(N(C)C)C(OC3CC(O)C(OC4CCC(=O)C(C)O4)C(C)O3)C(C)O2)c2c(cc3c(c2O)C(=O)c2c(O)ccc(O)c2C3=O)[C@H]1C(=O)OC (some centres not stated)
    92*, 93*, 91*, 92*, 92*, 92*
- CCOC(=O)/C(=C\c1cccc(Cl)c1)[Se]c1ccccc1
    51, 3, 18, 29, 43, 49
- S=P(c1ccccc1)(N1CCCCC1)N1CCCCC1
    -12, -18, -78, -10, -17, 5
- N#[N+]C1=NC2C(=O)NC=NC2=N1 (configuration not stated)
    7, 11, 5, 16, 2, 4
- CN1C(=O)N(C)C(=O)C(Cc2ccccc2)(Cc2ccccc2)C1=O
    8, 4, -28, 8, 9, 3
- Cc1c([N+](=O)[O-])cc2c(c1[N+](=O)[O-])C(C)(C)CC2(C)C
    -6, -22, 10, -9, -19, 15
- COC(=O)C(Cl)c1ccccc1 (configuration not stated)
    10, -5, -4, 5, -5, 6
- CCCC(OC(C)=O)C(Cl)(Cl)Cl (configuration not stated)
    25, -10, x, x, 20, x
- COc1ccc2c3c1OC1C4(OC)CCC5(c6c(O)ccc(O)c64)C(C2)N(C)CCC315 (configuration not stated)
    4, 4, 13, 7, 6, -6
- O=C(Nc1ccc(S(=O)(=O)F)cc1)/C(=C\c1ccc([N+](=O)[O-])cc1)c1cccc(Cl)c1
    11, 4, 31, -18, 12, -1
- Cc1ccc(-n2c(=S)[nH]c3ccccc3c2=O)cc1
    -21, -8, x, x, -9, x
- O=C(COc1ccc(Cl)c(Cl)c1)Nc1ccccc1S(=O)(=O)F
    21, -5, 22, -4, 28, 5
- CNC(=O)O/N=C(/C)c1ccc(C#N)cc1
    6, 14, -24, -6, -11, -2
- NC(Cc1c[nH]c2ccccc12)P(=O)(O)O (configuration not stated)
    26, 13, 23, -8, 38, -1
- NNc1n[nH]c(=S)n1N
    -2&-2&18, -6&0&-5, 6&13&9, 4&-4&10, 15&2&7, 0&17&9
- CC(=O)O.CC(=O)O.CC(=O)O.CC(=O)O.[Cu].[Cu]
    41, 20, -54, 57, 37, 27
- [Se]=P(N1CCCCC1)(N1CCCCC1)N1CCCCC1
    10, 3, 7, 6, 22, 11
- CCC(C)C1NC(=O)C(NC(=O)c2c3nc4c(C(=O)NC5C(=O)NC(C(C)C)C(=O)N6CCCC6C(=O)N(C)CC(=O)N(C)C(C(C)C)C(=O)OC5C)ccc(C)c4oc-3c(C)c(=O)c2N)C(C)OC(=O)C(C(C)C)N(C)C(=O)CN(C)C(=O)C2CCCN2C1=O (configuration not stated)
    86*, 92*, 88*, 91*, 88*, 90*
- CCCN1CCC2(CC1)COCc1ccccc12
    35, 27, 13, 28, 31, 15
- CN(C)C(=O)Nc1ccc(Cl)cc1
    22, -13, -2, -24, 28, 13
- CN1CN(c2ccccc2)C2(CCN(CCC3COc4ccccc4O3)CC2)C1=O (configuration not stated)
    -1, -10, -1, -10, -15, -4
- [N-]=[N+]=[N-]
    -14, 6, -3, 15, 7, 18

Sorted by length of the SMILES (descending): some entries from above
Order of values – yeast mlh1 rad18, yeast mec2-1, yeast cln2 rad14, yeast sgs1 mgt1, yeast rad50, yeast bub3
- CCC(C)C1NC(=O)C(NC(=O)c2c3nc4c(C(=O)NC5C(=O)NC(C(C)C)C(=O)N6CCCC6C(=O)N(C)CC(=O)N(C)C(C(C)C)C(=O)OC5C)ccc(C)c4oc-3c(C)c(=O)c2N)C(C)OC(=O)C(C(C)C)N(C)C(=O)CN(C)C(=O)C2CCCN2C1=O (configuration not stated)
    86*, 92*, 88*, 91*, 88*, 90*
- O=C(Nc1ccc(S(=O)(=O)F)cc1)/C(=C\c1ccc([N+](=O)[O-])cc1)c1cccc(Cl)c1
    11, 4, 31, -18, 12, -1
- COc1ccc2c3c1OC1C4(OC)CCC5(c6c(O)ccc(O)c64)C(C2)N(C)CCC315 (configuration not stated)
    4, 4, 13, 7, 6, -6
- Cc1c([N+](=O)[O-])cc2c(c1[N+](=O)[O-])C(C)(C)CC2(C)C
    -6, -22, 10, -9, -19, 15
- CN1C(=O)N(C)C(=O)C(Cc2ccccc2)(Cc2ccccc2)C1=O
    8, 4, -28, 8, 9, 3
- O=C(COc1ccc(Cl)c(Cl)c1)Nc1ccccc1S(=O)(=O)F
    21, -5, 22, -4, 28, 5
- CCOC(=O)/C(=C\c1cccc(Cl)c1)[Se]c1ccccc1
    51, 3, 18, 29, 43, 49
- Cc1ccc(-n2c(=S)[nH]c3ccccc3c2=O)cc1
    -21, -8, x, x, -9, x
- [Se]=P(N1CCCCC1)(N1CCCCC1)N1CCCCC1
    10, 3, 7, 6, 22, 11
- S=P(c1ccccc1)(N1CCCCC1)N1CCCCC1
    -12, -18, -78, -10, -17, 5
- NC(Cc1c[nH]c2ccccc12)P(=O)(O)O (configuration not stated)
    26, 13, 23, -8, 38, -1
- CNC(=O)O/N=C(/C)c1ccc(C#N)cc1
    6, 14, -24, -6, -11, -2
- N#[N+]C1=NC2C(=O)NC=NC2=N1 (configuration not stated)
    7, 11, 5, 16, 2, 4
- CCCC(OC(C)=O)C(Cl)(Cl)Cl (configuration not stated)
    25, -10, x, x, 20, x
- CN(C)C(=O)Nc1ccc(Cl)cc1
    22, -13, -2, -24, 28, 13
- COC(=O)C(Cl)c1ccccc1 (configuration not stated)
    10, -5, -4, 5, -5, 6
- NNc1n[nH]c(=S)n1N
    -2&-2&18, -6&0&-5, 6&13&9, 4&-4&10, 15&2&7, 0&17&9
- [N-]=[N+]=[N-]
    -14, 6, -3, 15, 7, 18

(next part)
Order of values – yeast mlh1 rad18, yeast mec2-1, yeast cln2 rad14, yeast sgs1 mgt1, yeast rad50, yeast bub3
- O=C1CN=C(c2ccccc2)c2ccncc2N1
    29, 4, 19, 13, 4, 5
- O=C(N/N=C/c1cc(Br)cc(Br)c1[O-])c1ccccc1O.O=C(N/N=C/c1cc(Br)cc(Br)c1[O-])c1ccccc1O.[Co+2]
    96*, 96*, 92*, 95*, 95*, 96*
- COCCOC(=O)CCl
    26, 0, 0, 11, -4, -1
- CN1CCN(C(=O)C(c2ccccc2)C2(O)CCCC2)CC1 (configuration not stated)
    1&21, -9&4, -33&-35, 16&20, 29&33, -4&0
- Cc1cccc(C)c1N
    17, 2, -36, -10, 10, 2
- [Mg]=[Se]
    39, 3, -6, 14, 17, 6
- O=[p+]1c2ccccc2[nH]c2ccccc21
    -7, -16, 35, -3, 3, 6
- Nc1ccc([N+](=O)[O-])cc1
    -1, 3, -7, -15, -11, -15
- CCOC(=O)C1C(=O)NC2CCC(=O)CC21c1ccc2c(c1)OCO2 (configuration not stated)
    11, -10, -4, -2, 11, 24
- COc1ccc(C(=O)C(CC2C(=O)NC(=O)NC2=O)c2ccc(OC)cc2)cc1 (configuration not stated)
    -19, -9, -17, -23, -8, -19
- C[N+](C)(C)CC1CCCCO1 (configuration not stated)
    2, -15, -23, -7, -3, 12
- N/N=C(\N)NN
    -6, 0, -8, -17, -14, 4
- C(=C/[PH+](c1ccccc1)c1ccccc1)/[PH+](c1ccccc1)c1ccccc1.[C-]#[O+].[C-]#[O+].[C-]#[O+].[C-]#[O+].[C-]#[O+].[Mo+2].[Mo+4].[c-]1[c-][c-][cH-][c-]1.[c-]1[c-][c-][cH-][c-]1
    91*, 93*, 92*, 94*, 92*, 93*
- O=C(Nc1ccc(S(=O)(=O)F)cc1)c1ccc2ccccc2c1O
    25, 32, 2, 32, 10, 28
- O=C(O)c1cc(S(=O)(=O)F)c2ccccc2c1O
    16, -19, 20, 9, 19, 30
- COc1ccc(O)c2c(=O)c3c(OC)cc4c(c3oc12)[C@@H]1C=CO[C@@H]1O4
    9, -30, -3, 18, 17, -10
- COc1cc2c(c(OC)c1OC)-c1ccc(O)cc1C(NC(C)=O)CC2 (configuration not stated)
    31, -19, 17, -4, -13, 1
- CC(=O)c1cc(CN(CCCl)CCCl)c(O)c(CN(CCCl)CCCl)c1O
    90*, 78*, 63, 96*, 90*, 79*
- COC1=N[C@]2(O)C[C@]3(C)[C@@H](O)CC[C@H]3[C@@H]3CCC4=CC(=O)CC[C@]4(C)[C@]32S1
    3, 11, -23, 2, 7, 34
- O=C(O)C(=O)O.[Ti].[c-]1[c-][c-][cH-][c-]1.[c-]1[c-][c-][cH-][c-]1
    30, 15, -55, 30, 24, 24
- CCOC(OC1=C(C#N)CCC1)C(C)[Se]c1ccccc1 (configuration not stated)
    50, 31, 48, 56, 64, 59
- CNC(=O)Oc1cc2ccccc2cc1C(=O)Nc1cc(OC)ccc1OC
    6, -18, 1, 29, 18, 28
- CCOC(=O)C(Cl)Cl
    33, -3, -40, -5, -32, -18
- CCCCCCCCCCCOP(=O)(OCC)OCC
    100*, 100*, 100*, 100*, 100*, 100*

Quoted from the listing.
`CCOC(OC1=C(C#N)CCC1)C(C)[Se]c1ccccc1` (configuration not stated) – yeast cln2 rad14 = 48
`COc1ccc(O)c2c(=O)c3c(OC)cc4c(c3oc12)[C@@H]1C=CO[C@@H]1O4` – yeast bub3 = -10
